GRP78 ERSR act: inducers of ER stress response in human glioma cells. U87-MG GRP78 promoter luciferase reporter, 16 h. Potency, µM, for inactives: top-dose activation, usual class: activators. hit rate 0.02% among 420,000. AID 602332; note: potency is the fitted concentration of half-maximal effect; series mostly up to about 76 µM; % of control where 0% means no effect; nearly all actives have a fitted effect of over 35% in size
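Stably transfected U87-MG glioma cells carrying a GRP78-based luciferase sensor; 16 h compound incubation. Luminescence end-point read 10 min after Bright-Glo addition at room temperature.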
D1 potentiator: enhances dopamine response at the human D1 receptor. P21728. potentiation, % at 10 µM. hit rate 0.036% among 360,000. HEK293 TREx D1 cells, calcium flux, dopamine EC20 potentiation. AID 504651; in the data active = potentiation above about 30%; note: 0% is about no effect
Target sequence (P21728 whole entry, looked up): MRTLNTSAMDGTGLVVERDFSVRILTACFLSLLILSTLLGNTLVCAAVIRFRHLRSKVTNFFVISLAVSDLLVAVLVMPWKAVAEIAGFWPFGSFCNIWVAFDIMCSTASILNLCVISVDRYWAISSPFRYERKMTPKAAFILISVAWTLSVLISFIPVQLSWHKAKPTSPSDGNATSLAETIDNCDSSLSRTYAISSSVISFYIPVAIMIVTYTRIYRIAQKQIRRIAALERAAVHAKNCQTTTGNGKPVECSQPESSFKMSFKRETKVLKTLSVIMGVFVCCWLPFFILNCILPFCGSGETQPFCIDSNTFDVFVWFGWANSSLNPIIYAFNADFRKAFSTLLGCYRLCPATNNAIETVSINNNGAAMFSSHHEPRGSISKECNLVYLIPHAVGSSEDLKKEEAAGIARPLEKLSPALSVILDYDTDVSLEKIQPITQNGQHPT
RXFP1 ag: agonists of human relaxin receptor RXFP1; Q9HBX9; HEK293T-RXFP1 cAMP TR-FRET, 30 min; response scale: percent of porcine relaxin response, buffer zero; Potency, µM (top dose mostly 57.5 µM), for inactives: top-dose activation, actives largely listed as activators; hit rate 0.3% among 370,000; AID 2676; note: potency is the fitted concentration of half-maximal effect; % is set by controls: 0 for no effect and ±100 for the full control effect; nearly all actives have a fitted effect of over 60% in size; many of its hits are not listed in these tables
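cAMP rise read by TR-FRET after 30 min, 37C compound exposure (up to 58 uM) in RXFP1-transfected HEK293 cells with Ro 20174 present. EC50 from Hill-equation fits, with 29 nM porcine relaxin as 100% and buffer as basal.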
Vif-APOBEC3F blk: inhibitors of Vif-A3F interaction; HeLa A3F-eYFP + Vif (tagged APOBEC3F with the HIV-1 protein that degrades it), YFP fluorescence increase; Potency, µM (top dose mostly 46.1 µM), without a hit: at the highest dose activity, negative = active; hit rate 0.2% among 390,000; note: potency is the fitted concentration of half-maximal effect; % of control where 0% means no effect; nearly all actives have a fitted effect of over 65% in size
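HeLa cells stably expressing Vif plus C-terminally eYFP-tagged A3F were seeded, incubated overnight at 37 deg C, dosed with compound, incubated overnight again at 37 deg C. Yellow fluorescence (Ex 488/Em 500-530) reported blocked Vif-mediated A3F-eYFP degradation.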
LDHA block: blocks human lactate dehydrogenase A | P00338 | purified LDHA, NADH/diaphorase-resazurin fluorescence; hits give low values | activity change, % (values are at about 110 or 230 µM) | hit rate 0.15% among 480,000 | AID 1347041; in the data active = activity change below about -30%; inconclusive = mostly about -25% to -30%;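 note: plate controls were DMSO wells for no effect and wells without enzyme for full effect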
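Resorufin fluorescence (ex540/em590), read at 0 and 20 min after diaphorase/resazurin addition, reports the NADH left after a 5 min room-temperature reaction of 2 nM human LDH5 with 0.06 mM NADH and 0.2 mM pyruvate.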
D2 potentiator: positively modulates the human D2 dopamine receptor allosterically; P14416; HEK293 T-REx D2, calcium flux, EC20 dopamine potentiation; potentiation, % at 10 µM; hit rate 0.34% among 340,000;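 active = potentiation over 3 SD above the plate norm, cut at about 30% in these data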; note: 0% is about no effect
Target sequence (P14416 whole entry, looked up): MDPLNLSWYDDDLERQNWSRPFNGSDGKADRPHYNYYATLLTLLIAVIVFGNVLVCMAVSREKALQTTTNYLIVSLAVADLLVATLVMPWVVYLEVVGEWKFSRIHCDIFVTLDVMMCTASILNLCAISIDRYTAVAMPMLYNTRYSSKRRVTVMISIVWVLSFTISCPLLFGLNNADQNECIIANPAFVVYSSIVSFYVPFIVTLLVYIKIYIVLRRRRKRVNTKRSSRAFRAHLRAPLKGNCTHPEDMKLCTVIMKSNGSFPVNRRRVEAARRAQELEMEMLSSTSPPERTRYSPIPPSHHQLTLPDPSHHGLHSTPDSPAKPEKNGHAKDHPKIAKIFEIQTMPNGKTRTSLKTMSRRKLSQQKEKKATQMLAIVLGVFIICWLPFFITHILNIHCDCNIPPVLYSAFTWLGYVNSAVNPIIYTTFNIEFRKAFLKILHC
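Tetracycline-induced Hek293 Trex D2 cells, force-coupled to calcium, loaded with no-wash calcium dye. Compound added with 180 s kinetic read for agonism, then EC20 dopamine and a further 180 s read for potentiation.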
D1 antag: human D1 dopamine receptor antagonism; P21728; AID 504652; activity change, negative = inhibition, % at 10 µM; HEK293 TREx D1 cells, calcium flux, dopamine EC80; hits give low values; hit rate 3.2% among 360,000; in the data active = activity change below about -30%; note: % is set by controls: 0 for no effect and ±100 for the full control effect
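Compound effects on dopamine-evoked calcium signalling were measured in tetracycline-induced HEK293 Trex D1 cells. Dopamine at EC80 followed a 180 s compound pre-read, and fluorescence was tracked kinetically for 180 s more.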
D1 ag: human D1 receptor agonism; P21728; AID 504660; hit rate 1% among 360,000; HEK293 T-REx D1 cells, calcium flux, agonist mode; activation, % at 2 µM; in the data active = activation above about 30%; note: 0% is about no effect
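Agonism was scored from calcium flux recorded over 180 s (1 read/s) after pintool compound addition, following a 10-cycle baseline. Cells were inducible force-coupled HEK293 TREx D1, plated overnight at 30 C and loaded with no-wash calcium dye.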
Vif-A3G inh: Vif-A3G binding inhibition. Q9HC16. hit rate 0.076% among 410,000. Potency, µM (doses to about 46.1 µM), inactives show at the highest dose activity, negative = active, most hits filed as inhibitors. HeLa A3G-eYFP + Vif (tagged APOBEC3G with the HIV-1 protein that degrades it), YFP fluorescence, overnight. AID 602310;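 note: potency is the fitted concentration of half-maximal effect; % is set by controls: 0 for no effect and ±100 for the full control effect; nearly all actives have a fitted effect of over 60% in size; hits raise eYFP signal because A3G escapes Vif-driven loss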
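Read-out is eYFP fluorescence (Ex 488/Em 500-530) from Vif-expressing HeLa A3G-eYFP cells; more signal means A3G escaped Vif-mediated degradation. Cells plated overnight, compound pinned in, incubated overnight at 37 deg C.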
* = called active by the depositor; ? = inconclusive; . = not tested or not shown; [ ] = dose if it differs, or a comment. Unless noted, calls come from the whole dose curve; as a rule, active = well fitted curve in the direction sought with a large enough effect; inconclusive = small, poorly fitted or top-dose-only effect, or another doubt; inactive = no such curve, though single readings can be large; an effect the other way counts as inactive or inconclusive. A portion of the library (hit frequency here may not be typical).

The line under a structure holds: GRP78 ERSR act	D1 potentiator	RXFP1 ag	Vif-APOBEC3F blk	LDHA block	D2 potentiator	D1 antag	D1 ag	Vif-A3G inh
> COc1ccc(N/N=C(\C#N)C(=O)NCCc2ccc(OC)c(OC)c2)cc1
 : 1%	0	-0.5%	9%	0	7	-1	1	0%
> O=C(c1cc(Cl)cc(Cl)c1)N1CCC(=O)N(C(COCc2ccccc2)Cc2ccccc2)CC1 (stereo not given)
 : -2%	-3	2.4%	-9%	4	3	-10	3	-3%
> COc1ccccc1CNC(=O)C1CCN(c2nc3ccccc3o2)CC1
 : -5%	2	-0.4%	2%	-2	9	15	0	1%
> Cc1cc(Br)ccc1SCC(=O)Nc1cccnc1
 : 0%	-5	4.0%	-1%	-2	.	0	10	-5%
> CCCNC(=O)c1ccc2c(c1)ncn2-c1cc(C)cc(C)c1
 : -1%	-2	-1.1%	2%	-12	.	16	4	-3%
> COc1ccccc1NC(=S)NNC(=O)c1nn(C)c(C)c1Cl
 : 3%	-6	0.2%	-7%	0	-20	-49*	1	-3%
> Cc1ccc(C)c(NC(=S)NCC(c2ccccc2)N(C)C)c1 (stereo not given)
 : 2%	3	0.6%	-5%	-7	-25	-5	11	1%
> O=C(c1cc([N+](=O)[O-])ccc1Cl)N1CCN(c2ccc(F)cc2)CC1
 : -3%	4	1.2%	-2%	0	-5	1	0	-7%
> NC(=O)CCN(C1CCCCC1)S(=O)(=O)c1cccc2nsnc12
 : -4%	1	1.5%	2%	-4	-6	-5	1	-2%
> COc1ccc(CCNC(=O)C(=O)NCc2ccccn2)cc1
 : -3%	-1	1.5%	2%	-4	-14	4	2	0%
> Cc1ccc(NC2SC(=O)N(CC(=O)O)C2=O)cc1 (stereo not given)
 : -3%	-2	-1.8%	-3%	-13	2	-6	6	2%
> Cc1cccc(C)c1NC(=O)CCC(=O)N1Cc2ccccc2Oc2ncccc21
 : -2%	1	-0.8%	-3%	-7	4	-4	3	-1%
> NC1=NC2OC(CO)C(O)C2O1 (stereo not given)
 : 0%	.	.	-5%	-15	.	.	.	-4%
> O=c1n(Cc2ccc([N+](=O)[O-])cc2)c2ccccc2c2nc(-c3ccccc3)nn12
 : -1%	-4	-0.7%	0%	0	19	-20	2	5%
> C=CCOCC(O)Cn1c(N2CCCC2)nc2c1c(=O)n(C)c(=O)n2C (stereo not given)
 : -3%	-4	6.3%	-1%	-5	-4	12	4	0%
> COc1ccc(N=C2S/C(=C\c3cc(C)n(C)c3C)C(=O)N2C)cc1
 : -1%	.	-0.4%	2%	2	.	.	.	-6%
> CC(=O)c1ccc(OCc2cc(C(=O)NCCN3CCCC(O)C3)no2)cc1 (stereo not given)
 : -5%	1	-2.5%	1%	-7	-5	12	3	2%
> CCOc1cc(/C=N/NC(=O)c2ccccc2-n2cccc2)ccc1O
 : -3%	2	2.9%	-5%	-1	-8	-5	3	?
> O=C(CN1CCCCC1)Nc1ccc(S(=O)(=O)c2ccc(NC(=O)CN3CCCCC3)cc2)cc1
 : -2%	.	.	0%	-1	.	.	.	0%
> COCC1CCN(Cc2nc(-c3ccc(OC)cc3)no2)CC1
 : -4%	0	-1.7%	-2%	-5	15	4	5	-2%
> CCCc1nnc(NC(=O)C(C)N2C(=O)C3C4C=CC(C4)C3C2=O)s1 (stereo not given)
 : -6%	1	0.3%	-4%	-14	-1	2	-4	0%
> COc1ccccc1NC(=O)C(C)OC(=O)CCCOc1ccccc1 (stereo not given)
 : -4%	5	-1.3%	-5%	1	-4	8	-1	-1%
> CC1CC(C)CN(S(=O)(=O)c2ccccc2[N+](=O)[O-])C1 (stereo not given)
 : -2%	-5	1.4%	1%	2	-5	-9	1	0%
> Cc1ccc(SCC(=O)N2CCN(c3ccccn3)CC2)cc1
 : 5%	9	-2.0%	-16%	1	21	5	0	0%
> COc1ccc(-c2noc(N(c3nc(-c4ccc(OC)c(OC)c4)no3)c3ccccc3OC)n2)cc1OC
 : -2%	-4	3.0%	8%	-1	-12	-14	2	0%
> O=c1[nH]c(C2CCN(S(=O)(=O)Cc3ccccc3)CC2)nc2c1nnn2Cc1ccccc1
 : -4%	-1	-2.6%	4%	-5	-1	3	5	-3%
> COc1cc(NC(=O)CN(C)S(=O)(=O)c2ccc3nc(C)sc3c2)cc(OC)c1
 : -5%	-4	3.6%	2%	-6	.	10	0	-4%
> CCOc1ccc(-n2c(SCC(=O)Nc3ccc(Br)cc3)nc3n[nH]c(C)c3c2=N)cc1
 : 8%	1	13%	-10%	-12	-3	8	3	-17%
> CCN(CC)C(=O)C1c2ccccc2Oc2ccccc21
 : -6%	3	-1.4%	31%[activator]	-2	-7	-1	32*	-1%
> CC(OC(=O)Cc1ccc(Br)cc1)C(=O)NC1CCCCC1C (stereo not given)
 : 4%	2	-4.3%	-8%	-3	14	-18	0	2%
> O=C(Cc1ncc(C(F)(F)F)cc1Cl)NCCc1ccccn1
 : 4%	-4	1.8%	-11%	-9	17	3	-1	-1%
> COCCn1c(SCC(=O)Nc2nc3ccccc3s2)nnc1-c1ccoc1C
 : -2%	.	.	-1%	-3	.	.	.	-1%
> Cc1ccc(-n2c(-c3ccc(Cl)cc3)n[nH]c2=S)c(C)c1
 : -5%	4	6.0%	0%	-1	-2	9	10	1%
> NC(Cc1ccc2nonc2c1)C(=O)O (stereo not given)
 : -2%	-3	0.7%	-2%	-5	-1	10	3	-3%
> O=C1C2C3C=CC(CC3)C2C(=O)N1c1ccccc1 (stereo not given)
 : -3%	-3	0.4%	-10%	-4	3	25	2	-7%
> COc1ccc(OC)c(NC(=O)c2ccccc2SC)c1
 : -3%	-8	0.6%	-3%	1	1	-3	1	0%
> CC1CCC(NC(=O)c2nn(C)c3c2CSc2ccccc2-3)CC1 (stereo not given)
 : 7%	-8	-0.7%	0%	-2	-3	3	4	-6%
> CC(=O)c1ccc(NC(=O)CCc2c(C)nc3ncnn3c2C)cc1
 : 4%	-4	3.6%	1%	-4	17	0	-2	2%
> CC(C)(C)c1nc(Sc2ccc([N+](=O)[O-])cn2)n[nH]1
 : -5%	5	-16%	-15%	2	-7	-3	4	-2%
> O=C1C2Sc3[nH]c(=O)sc3C(c3cc([N+](=O)[O-])ccc3O)C2C(=O)N1c1ccccc1 (stereo not given)
 : -4%	-2	-5.8%	-13%	-3	-6	-6	0	0%
> COc1ccc(/C(C)=N/Nc2nc(C)c(C(C)=O)s2)cc1
 : 6%	2	1.2%	10%	-1	15	-33*	4	-10%
> CCC(C)(C)C1CCC2(CC1)NC(=O)N(CC(=O)Nc1cc(C(F)(F)F)ccc1N1CCOCC1)C2=O (stereo not given)
 : -3%	-4	2.9%	0%	0	0	11	2	0%
> CCOC(=O)c1ccc(NC(=O)C2(c3ccc(OC)cc3)CCCC2)cc1
 : -6%	-7	0.4%	-14%	2	0	16	24	0%
> O=C(CSc1nnc(C2COc3ccccc3O2)o1)Nc1nccs1 (stereo not given)
 : 2%	-1	-1.6%	4%	-2	2	1	1	3%
> C[C@H](CO)N1C[C@H](C)[C@@H](CN(C)Cc2ccc(-c3ccccc3)cc2)Oc2c(NS(=O)(=O)c3ccc(F)cc3)cccc2C1=O
 : -1%	.	.	-5%	-9	.	.	.	1%
> CN1CCOCCOCCN(C)C(=O)N2CCOCCOCCN(CCOCC2)C1=O
 : 1%	-3	1.3%	-1%	0	15	-22	2	2%
> CCOC(=O)NCc1ccc(S(=O)(=O)Nc2ccccc2C)cc1
 : -5%	-3	0.8%	-4%	-2	5	7	12	-2%
> CC(=O)NC1C(=O)N(CCN2CCOCC2)c2ccc(Cl)cc21 (stereo not given)
 : 0%	3	-2.4%	10%	10	-1	5	2	6%
> COc1ccc(-c2[nH]ncc2N=Nc2cc(C)cc(C)c2)cc1
 : -8%	-1	0.3%	-13%	-1	-3	-22	1	-14%
> COC(=O)c1c(NC(=O)c2ccco2)sc(C(=O)N2CCCC2)c1C
 : -2%	1	4.4%	0%	-5	11	0	1	0%
> O=C(NCC(=O)N1CCN(S(=O)(=O)/C=C/c2ccccc2)CC1)c1ccc(Cl)cc1
 : -1%	-1	0.0%	-13%	-10	-1	-7	0	0%
> O=[N+]([O-])c1ccc(S(=O)(=O)N2CCn3cccc3C2c2ccc(Br)cc2)cc1 (stereo not given)
 : -3%	2	2.1%	-1%	-3	5	.	-2	0%
> COCc1cc(=O)[nH]c(N2CCN(C(=O)c3ccco3)CC2)n1
 : -3%	1	2.8%	2%	-2	2	4	0	-3%
> O=C(C(Sc1ccccc1)c1ccccc1)N1CCOCC1 (stereo not given)
 : -1%	5	1.3%	5%	-1	18	8	1	1%
> Cc1cc(C2=NNC(=NC3CC3)SC2)c(C)n1-c1ccccc1F
 : -14%	-5	2.3%	-23%	0	-3	-8	4	12%
> CCOc1ccccc1NC(=O)Cc1coc2cc(C)ccc12
 : -5%	11	1.3%	-13%	3	-25	-14	1	-1%
> O=C(CSc1nnc2n(C3CCCC3)c(=O)c3ccccc3n12)N1CCCCCC1
 : -5%	0	2.1%	-15%	-1	-8	8	4	1%
> O=C1C2=C(C(=O)c3ccccc31)C1O[C@](c3ccsc3)(Cc3ccccc31)O2
 : .	-7	2.1%[11.5 µM]	.	.	.	3	1	.
> COc1ccc(-c2csc(NC(C)c3nc4cc(Cl)c(Cl)cc4n3CCOCCO)n2)cc1 (stereo not given)
 : ?	.	.	-16%	0	.	.	.	?
> Cc1ccc(C(=O)OCC(=O)N(C)c2ccccc2)cc1C
 : 6%	0	2.2%	11%	-1	-12	0	7	-4%

One compound at a time (already shown).
`COc1ccc(-c2[nH]ncc2N=Nc2cc(C)cc(C)c2)cc1` as listed: GRP78 ERSR act: -8%; D1 potentiator: -1; RXFP1 ag: 0.3%; Vif-APOBEC3F blk: -13%; LDHA block: -1; D2 potentiator: -3; D1 antag: -22; D1 ag: 1; Vif-A3G inh: -14%
`O=C1C2=C(C(=O)c3ccccc31)C1O[C@](c3ccsc3)(Cc3ccccc31)O2` as listed: GRP78 ERSR act: .; D1 potentiator: -7; RXFP1 ag: 2.1%[11.5 µM]; Vif-APOBEC3F blk: .; LDHA block: .; D2 potentiator: .; D1 antag: 3; D1 ag: 1; Vif-A3G inh: .
